Source: PubChem
EZH2 inh – inhibitors of human EZH2/PRC2 methyltransferase. 57,000 compounds, 0.35% hits. PRC2 H3K27 methylation, DELFIA TRF, 1 h. inhibition, % at 12.5 µM. Q15910. AID 651548;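 active = mean inhibition of replicates at least 50% and every single replicate also reaching 50%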;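 also: dimethyl H3K27 on biotinylated H3 21-44 peptide detected by antibody; plate controls were median neutral control wells for no effect and median positive control wells for full effect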
IDH1 mut inh – inhibitors of human IDH1 R132H | inhibition, % at 10 µM | 70,000 compounds, 0.18% hits | IDH1 R132H reductase, diaphorase/resazurin fluorescence, 60 min | O75874; in the data active = inhibition above about 34%;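 also: 0% = DMSO and 100% = no enzyme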
Target sequence (O75874 whole entry R132H): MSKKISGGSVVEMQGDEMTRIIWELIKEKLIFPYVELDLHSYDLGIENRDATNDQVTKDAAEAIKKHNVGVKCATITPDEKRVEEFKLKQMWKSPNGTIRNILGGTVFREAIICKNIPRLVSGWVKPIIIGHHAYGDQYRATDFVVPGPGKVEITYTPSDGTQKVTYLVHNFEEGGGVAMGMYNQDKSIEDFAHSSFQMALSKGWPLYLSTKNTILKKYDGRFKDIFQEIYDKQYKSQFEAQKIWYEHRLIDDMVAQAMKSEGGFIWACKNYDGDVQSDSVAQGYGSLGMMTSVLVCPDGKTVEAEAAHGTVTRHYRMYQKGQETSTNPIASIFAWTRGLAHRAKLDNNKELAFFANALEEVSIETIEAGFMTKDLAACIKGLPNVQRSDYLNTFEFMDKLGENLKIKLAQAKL
Numbers without * were called inactive; · = not tested or not shown; & = joins results of further samples. The list is partial; count on the stated rates, not on these rows.

compound | EZH2 inh | IDH1 mut inh
C[C@@H]1CN([C@H](C)CO)C(=O)c2cc(NS(=O)(=O)c3cn(C)cn3)ccc2O[C@H]1CN(C)Cc1ccc(Cl)c(Cl)c1 | 8 | ·
C[C@H](CO)N1C[C@H](C)[C@@H](CN(C)C(=O)Nc2ccccc2)Oc2ncc(C#CC3CC3)cc2C1=O | -9 | ·
C[C@H](CO)N1C[C@H](C)[C@@H](CN(C)S(=O)(=O)c2cn(C)cn2)OCCCC[C@H](C)Oc2ccc(N(C)C)cc2C1=O | -7 | -5.3
C[C@H]1CN([C@@H](C)CO)C(=O)Cc2cc(NC(=O)Cn3cnnn3)ccc2O[C@H]1CN(C)Cc1ccc(Oc2ccccc2)cc1 | -9 | 0.2
O=C(C[C@@H]1CC[C@H](NC(=O)C2CC2)[C@@H](CO)O1)NCC1CC1 | -2 | -0.5
CCCNC(=O)N[C@@H]1CC[C@H](CC(=O)N2CCN(C)CC2)O[C@H]1CO | -3 | 0.0
O=C(CC(=O)c1ccccc1O)c1ccccc1 | 2 | 0.5
COc1ccc(S(=O)(=O)N(C)C[C@@H]2Oc3ccc(NC(=O)NC(C)C)cc3CC(=O)N([C@@H](C)CO)C[C@@H]2C)cc1 | · | -0.9
COc1ccc(NC(=O)Nc2ccc3c(c2)C(=O)N([C@@H](C)CO)C[C@@H](C)[C@@H](CN(C)C)OCCCC[C@@H](C)O3)cc1 | 27 | ·
O=C(C[C@@H]1C[C@H]2c3cc(NC(=O)Nc4ccccc4F)ccc3O[C@H]2[C@@H](CO)O1)NC1CCCCC1 | 7 | -0.3
C[C@H](CO)N1C[C@H](C)[C@@H](CN(C)S(=O)(=O)c2cn(C)cn2)Oc2c(NS(=O)(=O)c3ccc(Cl)cc3)cccc2C1=O | · | -3.2
CO[C@H]1CN(C)C(=O)c2cc(NC(=O)c3cccc(F)c3)ccc2OC[C@@H](C)N(C)C[C@@H]1C | -1 | 0.3

Whole records as entered above. Screens in order: EZH2 inh	IDH1 mut inh
C[C@H](CO)N1C[C@H](C)[C@@H](CN(C)S(=O)(=O)c2cn(C)cn2)OCCCC[C@H](C)Oc2ccc(N(C)C)cc2C1=O as listed: -7	-5.3
CCCNC(=O)N[C@@H]1CC[C@H](CC(=O)N2CCN(C)CC2)O[C@H]1CO as listed: -3	0.0
O=C(CC(=O)c1ccccc1O)c1ccccc1 as listed: 2	0.5
COc1ccc(S(=O)(=O)N(C)C[C@@H]2Oc3ccc(NC(=O)NC(C)C)cc3CC(=O)N([C@@H](C)CO)C[C@@H]2C)cc1 as listed: ·	-0.9
CO[C@H]1CN(C)C(=O)c2cc(NC(=O)c3cccc(F)c3)ccc2OC[C@@H](C)N(C)C[C@@H]1C as listed: -1	0.3

(next part)
compound | EZH2 inh | IDH1 mut inh
CO[C@@H]1CN(C)C(=O)c2cc(NC(=O)c3cccc(Oc4ccccc4)c3)ccc2OC[C@@H](C)NC[C@@H]1C | -14 | -0.2
O=C(CCCCC(=O)N/N=C/c1ccccc1Br)NO | 23 | ·
C[C@H]1CN([C@@H](C)CO)C(=O)c2cc(-c3ccc(F)cc3)cnc2O[C@@H]1CN(C)C(=O)NC1CCCC1 | · | 0.3
CCCNC(=O)Nc1ccc2c(c1)C(=O)N(C)C[C@H](OC)[C@H](C)CN(C(=O)CC)[C@H](C)CO2 | -3 | ·
OCCNc1nc(Nc2ccc(Cl)cc2)nc(N2CCCCC2)n1 | -4 | 0.3
CN(C)c1ccc(/C=N/NC(=O)c2ccccn2)cc1 | 3 | 3.0
Cc1ccc(S(=O)(=O)N(C)C[C@H]2Oc3ccc(NC(=O)CCC(F)(F)F)cc3C(=O)N([C@@H](C)CO)C[C@@H]2C)cc1 | 7 | -3.6
Cc1ccccc1-c1cnc2c(c1)C(=O)N([C@H](C)CO)C[C@@H](C)[C@@H](CN(C)C(=O)CC1CC1)O2 | -7 | -5.4
O=C(CC1NC(=O)NC1=O)Nc1ccccc1 (stereo unspecified) | · | 12
COc1ccc(S(=O)(=O)Nc2ccc3c(c2)C(=O)N([C@@H](C)CO)C[C@H](C)[C@H](CN(C)C)O3)cc1 | 2 | ·
C[C@H](CO)N1C[C@H](C)[C@@H](CN(C)C)OCCCC[C@H](C)Oc2ccc(NS(=O)(=O)c3cn(C)cn3)cc2C1=O | -5 | 2.7
Cc1ccccc1-c1nc2cc(NC(=O)COc3ccc(Cl)cc3)ccc2o1 | 1 | 0.2
COCC#Cc1ccc2c(c1)O[C@@H](CN(C)C(C)=O)[C@H](C)CN([C@H](C)CO)S2(=O)=O | 12 | -4.4
O=C(C[C@@H]1C[C@H]2c3cc(NC(=O)Nc4ccccc4)ccc3O[C@H]2[C@H](CO)O1)NCc1cccnc1 | -8 | 0.8
O=C(COc1ccc(Br)cc1CO)Nc1ccc(F)cc1 | 9 | 0.0
COc1ccc(S(=O)(=O)Nc2ccc3c(c2)C(=O)N([C@H](C)CO)C[C@H](C)[C@H](CN(C)S(=O)(=O)c2cccs2)O3)cc1 | · | 0.2
COc1ccc(S(=O)(=O)Nc2ccc3c(c2)CC(=O)N([C@H](C)CO)C[C@H](C)[C@@H](CN(C)Cc2ccc(Oc4ccccc4)cc2)O3)cc1 | · | 0.1
C[C@@H]1CCCCO[C@@H](CN(C)Cc2ccc3c(c2)OCO3)[C@@H](C)CN([C@@H](C)CO)C(=O)c2cc(NC(=O)Cc3ccccc3)ccc2O1 | · | 0.8
CO[C@H](CN(C)C(=O)c1ccc2c(c1)OCO2)[C@@H](C)CN([C@H](C)CO)S(=O)(=O)c1ccc(C)cc1 | -3 | -0.4
C[C@H]1CN([C@@H](C)CO)S(=O)(=O)c2ccc(-c3cccnc3)cc2O[C@H]1CN(C)C(=O)CN(C)C | · | -0.1
Cc1ccc(C(=O)CC(C(=O)c2ccc(C(F)(F)F)cc2)c2cccs2)cc1 (stereo unspecified) | 13 | -2.4
COCC(=O)Nc1ccc2c(c1)C(=O)N(C)C[C@H](OC)[C@@H](C)CN(Cc1ccccc1F)[C@H](C)CO2 | -10 | 0.2
C[C@@H]1CN([C@H](C)CO)C(=O)Cc2cc(NC(=O)Cc3ccccc3)ccc2O[C@H]1CN(C)C(=O)Nc1ccccc1 | -9 | -0.8
C[C@@H]1CN([C@@H](C)CO)C(=O)c2cc(NC(=O)c3ccncc3)ccc2O[C@@H]1CN(C)C(=O)Nc1ccc2c(c1)OCO2 | · | 3.2
COc1ccc(CNC(=O)C[C@@H]2C[C@@H]3c4cc(NS(C)(=O)=O)ccc4O[C@@H]3[C@@H](CO)O2)cc1 | 0 | -0.2
C[C@@H]1CN([C@@H](C)CO)S(=O)(=O)c2ccc(-c3ccc(C(=O)N(C)C)cc3)cc2O[C@@H]1CN(C)C(=O)C1CCCCC1 | 14 | ·
C[C@@H]1CN([C@@H](C)CO)C(=O)c2cccc(NS(=O)(=O)c3cn(C)cn3)c2O[C@H]1CN(C)C(=O)NC1CCCCC1 | · | -0.5
C[C@H]1CN([C@@H](C)CO)C(=O)Cc2cc(NS(=O)(=O)c3cn(C)cn3)ccc2O[C@H]1CN(C)Cc1ccc(-c2ccccc2)cc1 | · | -0.1
COc1ccc(NC(=O)Nc2ccc3c(c2)CC(=O)N([C@H](C)CO)C[C@H](C)[C@H](CN(C)Cc2ccc(Oc4ccccc4)cc2)O3)cc1 | · | 3.1
CCN(CC(=O)Nc1ccc2c(c1)OCCO2)S(=O)(=O)c1ccc(Cl)cc1 | 8 | 0.0
O=C(C[C@@H]1C=C[C@@H](NC(=O)c2ccccc2)[C@H](CO)O1)NCc1ccc(Oc2ccccc2)cc1 | 6 | 0.3
CCn1c(SCC(=O)c2ccc(OC)cc2)nnc1-c1ccccc1F | 6 | -0.9
CC(C)NC(=O)N(C)C[C@@H]1Oc2ccc(NC(=O)NC3CCCCC3)cc2CC(=O)N([C@H](C)CO)C[C@@H]1C | · | 1.6
Cc1noc(C)c1NC(=O)N(C)C[C@@H]1OCc2ccccc2-c2c(n(C)c3ccccc23)C(=O)N([C@H](C)CO)C[C@@H]1C | 17 | ·
CCC(=O)Nc1cccc(NC(=O)COc2ccc(Br)cc2)c1 | 3 | 0.4
C[C@H]1CN([C@@H](C)CO)C(=O)c2cc(C3=CCCC3)cnc2O[C@H]1CN(C)Cc1ccccn1 | · | 0.1
CNC[C@@H]1OCCCC[C@H](C)Oc2ccc(NC(=O)Nc3ccc4c(c3)OCO4)cc2C(=O)N([C@@H](C)CO)C[C@H]1C | -1 | 3.9
CCCNC(=O)N1C[C@@H](C)[C@H](OC)CN(C)C(=O)c2ccc(NC(=O)C3CCC3)cc2OC[C@@H]1C | 6 | -0.1
CCCN(C)C[C@H]1Oc2cc(C3=CCCC3)ccc2S(=O)(=O)N([C@H](C)CO)C[C@@H]1C | 8 | 0.2
COc1ccc([N+](=O)[O-])cc1NC(=O)C(C)Oc1ccccc1C (stereo unspecified) | 4 | -0.6
COc1ccc(OC)c(N(CC(=O)Nc2c(F)cccc2F)S(C)(=O)=O)c1 | 7 | 0.0
Cc1ccc(S(=O)(=O)N(C)C[C@H]2OCCCC[C@H](C)Oc3ccc(NS(=O)(=O)c4ccc(F)cc4)cc3C(=O)N([C@H](C)CO)C[C@@H]2C)cc1 | · | -0.6
O=C(Nc1ccc(Cl)c(Cl)c1)N[C@@H]1CC[C@H](CCNC(=O)c2ccc(F)cc2)O[C@H]1CO | 3 | -0.5
C[C@H](CO)N1C[C@H](C)[C@H](CN(C)Cc2ccc(Cl)c(Cl)c2)Oc2ccc(NS(=O)(=O)c3ccc(Cl)cc3)cc2C1=O | · | -0.2
Cc1ccc(S(=O)(=O)N(C)C[C@H]2Oc3ccc(NC(=O)Cc4ccccc4)cc3C(=O)N([C@@H](C)CO)C[C@@H]2C)cc1 | 2 | -3.6
C[C@@H]1CN([C@@H](C)CO)C(=O)c2cc(Br)cnc2O[C@H]1CN(C)C(=O)C1CCCCC1 | 12&-3 | 0.0
C[C@@H]1CN([C@H](C)CO)C(=O)c2cc(C#C[C@@H](C)O)cnc2O[C@@H]1CN(C)C(=O)c1ccc(F)cc1 | 13 | ·
COc1cc(Cl)c(C(Nc2ccccn2)c2cc(Cl)c3cccnc3c2O)cc1OC (stereo unspecified) | -48 | -0.2
C[C@H]1CN([C@@H](C)CO)C(=O)c2c(c3ccccc3n2C)-c2ccccc2CO[C@@H]1CN(C)C(=O)NC1CCCCC1 | -5 | ·
O=C(N/N=C/c1ccc(N2CCCC2)cc1)c1ccccn1 | -14 | ·
COc1ccc(NC(=O)Nc2ccc3c(c2)C(=O)N([C@@H](C)CO)C[C@@H](C)[C@H](CN(C)C(=O)Nc2ccc(OC)cc2)OCCCC[C@@H](C)O3)cc1 | · | -0.1
COc1ccccc1Nc1nc(N)nc(CSCCO)n1 | · | 1.2
O=C(C[C@H]1C[C@H]2c3cc(NC(=O)C4CCC4)ccc3O[C@H]2[C@H](CO)O1)NCc1ccc(Cl)cc1 | -7 | 0.0
O=C(O)CCCCCCC(=O)NN=C1CCCC1 | 9 | ·
Cc1c(C(=O)Nc2ccccc2)sc2ncn(CC(=O)Nc3ccccc3C(F)(F)F)c(=O)c12 | -14 | 0.2
COc1cc(CC(CO)C(CO)Cc2cc(OC)c(O)c(-c3cc(CC(CO)C(CO)Cc4ccc(O)c(OC)c4)cc(OC)c3O)c2)ccc1O (stereo unspecified) | · | -0.2
C[C@H](CO)N1C[C@H](C)[C@@H](CN(C)Cc2ccc(C(=O)O)cc2)Oc2ccc(NC(=O)Nc3ccc4c(c3)OCO4)cc2C1=O | · | -0.6
C[C@@H]1CN([C@@H](C)CO)C(=O)c2cc(NS(=O)(=O)c3ccc(F)cc3)ccc2O[C@H]1CN(C)C(=O)NC1CCCCC1 | -5 | ·
C[C@@H]1CCCCO[C@@H](CN(C)Cc2ccc(C(F)(F)F)cc2)[C@H](C)CN([C@H](C)CO)C(=O)c2cc(NS(=O)(=O)c3ccc(F)cc3)ccc2O1 | · | 3.6
C[C@H]1CN([C@@H](C)CO)C(=O)c2cc(NC(=O)C3CCCCC3)ccc2O[C@H]1CN(C)Cc1ccc(C(F)(F)F)cc1 | · | 2.2

Remaining list, next part.
compound | EZH2 inh | IDH1 mut inh
C[C@H]1CN([C@@H](C)CO)C(=O)Cc2cc(NC(=O)C3CC3)ccc2O[C@@H]1CN(C)Cc1ccc(C(F)(F)F)cc1 | -12 | 0.7
C[C@@H]1CN([C@@H](C)CO)C(=O)c2cc(C3=CCCCC3)cnc2O[C@H]1CN(C)C(=O)c1ccc2c(c1)OCO2 | -20 | -0.6
C[C@@H]1CCCCO[C@@H](CN(C)C(=O)CCC(F)(F)F)[C@@H](C)CN([C@H](C)CO)C(=O)c2cc(NC(=O)CCCCCC(=O)Nc3ccccc3N)ccc2O1 | -37 | ·
Cc1ccc(S(=O)(=O)N(C)Cc2nc(-c3ccc([N+](=O)[O-])cc3)no2)cc1 | -3 | 0.1
O=C(N/N=C/c1ccc(CO)o1)c1ccccc1O | -5 | ·
CO[C@@H]1CN(C)C(=O)c2cc(NC(=O)C3CCOCC3)ccc2OC[C@@H](C)N(C)C[C@@H]1C | 0 | 0.1
C[C@H](CO)N1C[C@H](C)[C@H](CN(C)Cc2ccc(Oc3ccccc3)cc2)OCc2cnnn2CCCC1=O | 0 | 1.2
CCCC#Cc1ccc2c(c1)O[C@@H](CN(C)Cc1ccccn1)[C@H](C)CN([C@@H](C)CO)S2(=O)=O | -12 | 0.3
Cc1ccc(N(C(C)C(=O)O)S(C)(=O)=O)cc1 (stereo unspecified) | 1 | -0.2
